# Source: PubChem BioAssay
# TRHR agonist – activates the human TRH receptor; AID 493084; 0.18% of 360,000 active; activation, % at 2 µM; TRHR cells, calcium flux fluo-8, FDSS agonist mode; further: 0% is about no effect
# Target sequence (P34981 whole entry, looked up): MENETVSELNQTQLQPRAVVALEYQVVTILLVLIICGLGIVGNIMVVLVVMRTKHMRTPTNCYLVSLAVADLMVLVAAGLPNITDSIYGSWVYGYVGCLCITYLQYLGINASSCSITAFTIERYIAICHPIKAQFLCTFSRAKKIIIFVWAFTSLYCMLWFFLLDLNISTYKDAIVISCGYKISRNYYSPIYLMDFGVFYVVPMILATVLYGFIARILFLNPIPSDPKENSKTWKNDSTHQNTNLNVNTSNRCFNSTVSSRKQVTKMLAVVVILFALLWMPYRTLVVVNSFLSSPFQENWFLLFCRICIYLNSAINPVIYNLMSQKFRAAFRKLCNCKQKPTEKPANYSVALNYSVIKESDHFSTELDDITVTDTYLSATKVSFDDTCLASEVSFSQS
#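 Read-out: compound-evoked intracellular calcium rise in TRHR cells, fluo-8 dye, kinetic FDSS fluorescence at 1 s/cycle following a 10-cycle baseline. Cells cultured overnight before dye loading (30 min–1.5 h, RT).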
# D1 PAM – human D1 dopamine receptor positive modulation; HEK293 TREx D1 cells, calcium flux, dopamine EC20 potentiation; potentiation, % at 10 µM; 0.036% of 360,000 active; P21728; in the data active means potentiation above about 30%; further: 0% is about no effect
# D2 PAM – positive allosteric modulators of human D2 dopamine receptor; P14416; HEK293 T-REx D2, calcium flux, EC20 dopamine potentiation; potentiation, % at 10 µM; 0.34% of 340,000 active; AID 485347;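 active means potentiation over 3 SD above the plate norm, cut at about 30% in these data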; further: 0% is about no effect
# Target sequence (P14416 whole entry, looked up): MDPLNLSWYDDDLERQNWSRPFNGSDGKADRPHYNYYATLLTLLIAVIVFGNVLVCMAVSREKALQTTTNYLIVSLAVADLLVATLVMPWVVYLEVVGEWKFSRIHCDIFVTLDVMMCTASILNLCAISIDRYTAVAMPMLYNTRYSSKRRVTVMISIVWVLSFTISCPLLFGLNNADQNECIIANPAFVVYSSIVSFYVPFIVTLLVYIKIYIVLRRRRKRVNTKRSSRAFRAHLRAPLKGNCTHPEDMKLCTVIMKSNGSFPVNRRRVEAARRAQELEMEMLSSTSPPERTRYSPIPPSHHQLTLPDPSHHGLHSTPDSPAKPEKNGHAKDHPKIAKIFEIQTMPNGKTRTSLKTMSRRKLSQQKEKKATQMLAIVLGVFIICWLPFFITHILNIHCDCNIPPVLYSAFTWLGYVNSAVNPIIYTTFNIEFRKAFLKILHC
#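 Potentiation of an EC20 dopamine calcium response measured kinetically over 180 s, after a preceding 180 s compound-only read flagging agonists. Cells: inducible Hek293 Trex D2 line, 4000/well, cultured overnight at 30 C before dye loading.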
# D2 antag – antagonizes the human D2 dopamine receptor; HEK293 TREx D2 cells, calcium flux, dopamine EC80; inhibition, % at 10 µM; 2% of 340,000 active; AID 485344; in the data active means inhibition above about 30%; further: 0% is about no effect
#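 In this primary screen, negative modulation is detected by tracking calcium flux after an EC80 dopamine challenge in inducible HEK293 T-REx D2 cells preexposed to test compound for 180 s.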
# D2 agonist – activates the human D2 dopamine receptor | activation, % at 2 µM | HEK293 T-REx D2 cells, calcium flux agonist mode | AID 485358 | P14416 | 0.53% of 340,000 active;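 active means activation over 3 SD above normal in the single-dose calcium agonist read, cut at about 30% in these data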; further: 0% is about no effect
#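 Agonism is scored from calcium flux in a force-coupled, inducible HEK293 cell line expressing D2, read kinetically for 180 s after compound addition against dopamine controls.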
# D1 ag – human D1 receptor agonism; P21728; HEK293 T-REx D1 cells, calcium flux, agonist mode; activation, % at 2 µM; 1% of 360,000 active; further: 0% is about no effect
#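 Tetracycline-induced HEK293 TREx D1 cells, force-coupled to calcium signalling, were dye-loaded with a no-wash calcium kit. Compound was pin-added after a 10 s baseline. Fluorescence was read kinetically at 1 cycle/s for 180 s, with calcium rises flagged as agonism.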
# RXFP1 antag – blocks the human relaxin receptor RXFP1 | Q9HBX9 | HEK293-RXFP1, relaxin-stimulated cAMP HTRF, 30 min; active compounds read low | activity change, negative = inhibition, % at 57.5 µM | 0.59% of 350,000 active;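 active means activity change of -60% or lower, but not beyond a set lower limit; inconclusive means change between -60% and -40%, or beyond the set limit; inactive means change above -40%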; further: on the % scale 0 is the no-effect control and ±100 the full control effect
# D1 antagonist – antagonists of human D1 dopamine receptor. activity change, negative = inhibition, % at 10 µM. HEK293 TREx D1 cells, calcium flux, dopamine EC80; active compounds read low. 3.2% of 360,000 active; in the data active means activity change below about -30%; further: on the % scale 0 is the no-effect control and ±100 the full control effect
#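 Tetracycline-induced HEK293 Trex D1 cells, force-coupled to calcium, dye-loaded; compounds added and read 180 s, then EC80 dopamine added and calcium flux tracked kinetically another 180 s.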
# TRHR PAM – TRH receptor (human) allosteric enhancement; P34981; TRHR cells, fluo-8 calcium fluorescence, EC20 TRH enhancement; enhancement, % at 2 µM; 0.66% of 360,000 active; in the data active means enhancement above about 30%; further: 0% is about no effect
#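 Enhancer read-out: after compound pinning and an initial kinetic agonist-mode read, an EC20 of TRH (10 nM final) was injected and fluo-8 calcium signal (Ex 480/Em 530) followed at 1 s/cycle for 100 cycles in TRHR-expressing cells.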
# An asterisk follows results filed as active; u = inconclusive; x = no result given; & = joins results of further samples. Unless noted, no stated cut-off is given here; in the data, active means activation above about 30%; inactive means the rest.
SMILES,TRHR agonist,D1 PAM,D2 PAM,D2 antag,D2 agonist,D1 ag,RXFP1 antag,D1 antagonist,TRHR PAM
C[C@@H]1O[C@@H](O[C@H]2C[C@@H](O)[C@]3(CO)[C@H]4[C@H](O)C[C@]5(C)[C@@H](C6=CC(=O)OC6)CC[C@]5(O)[C@@H]4CC[C@]3(O)C2)[C@H](O)[C@H](O)[C@H]1O,0.8&-0.5,-5&0,6&-6,-6&24,-0.6&-0.4,-2&3,-38,1&-9,1&-5
CN(C)C(=O)Oc1c(Cl)cc(Cl)c2cccnc12,-1.6,-3,-7,-9,-1.2,0,-11,-3,-6
O=C(COc1ccc(Cl)cc1)N1CCN(C/C=C/c2ccccc2)CC1,0.3,0,-5,-1,-0.7,2,-26,3,-11
CCN1CCN(c2nc3c(c(=O)[nH]2)CCC3)CC1,-0.8,-3,-6,10,0.1,4,-13,-5,0
Cc1cccc(-n2c(C)nc3ccccc3c2=O)c1C,-0.8,0,8,6,1.0,0,15,4,3
O=C(N/N=C\C1C(=O)NC(=S)N(c2ccccc2)C1=O)c1ccc(O)cc1 (stereo unspecified),0.1,-7,2,4,-0.4,-1,10,-5,-1
N[C@@H](Cc1ccccc1)C(=O)N1C[C@H]2C[C@@H](C1)c1cccc(=O)n1C2,0.2,0,-2,5,-0.2,0,x,-7,-9
CN1CCN(CC(=O)Nc2ccc(Cl)cc2C(=O)c2ccccc2)CC1,0.2,-4,2,-3,0.3,6,-3,7,0
O=P(Nc1ccccc1Cl)(c1ccccc1)c1nc2c(s1)CCCC2 (stereo unspecified),-0.5,-7,4,2,-0.7,2,-1,-1,13
Cc1nnc(SCc2nc3ccccc3c(=O)n2-c2ccccc2Cl)n1N,0.0,11,12,-21,-0.6,3,18,27,6
O=C1NC(=O)C(CCc2ccncc2)(CCc2ccncc2)C(=O)N1Cc1ccccc1,0.3,1,-1,21,-0.9,4,5,-3,0
CN(C)CCN=Cc1c(O)n(C2CCCCCC2)c(=O)[nH]c1=O,0.5,-1,-11,-11,0.9,5,-8,-12,2
Cc1ccc(-n2c(/C=C/c3ccc(Br)s3)nc3ccccc3c2=O)cc1C,0.6,-2,-3,x,0.3,3,-8,38,-19
CCOc1ccc(CN(CCc2ccc3c(c2)OCO3)Cc2ccc(CC)cc2)cc1,-0.5,-1,0,x,3.9,3,-20,4,1
OCC1(CO)COC(c2cccnc2)N1 (stereo unspecified),0.1,-10,x,x,x,1,-2,15,-6
CN1C(=O)C(=Cc2cccnc2)C(=O)N(C)C1=O,0.0,5,1,-17,0.8,2,5,-16,1
Cc1cccc(OP(=O)(Nc2cccnc2)Oc2cccc(C)c2)c1,0.7,0,6,-4,-0.7,-1,-7,0,-8
O=[N+]([O-])c1ccc(NCCO)c2ncccc12,0.2,2,1,-1,0.3,1,-12,-5,-1
CC(C)COc1ccc(Cc2c(O)[nH]c(=S)[nH]c2=O)cc1,-0.1,-5,-3,15,0.3,2,10,-1,-9
O=S1(=O)N(Cc2ccccc2)CCCN1Cc1ccc(F)cc1Cl,0.9,-3,-4,x,0.4,10,u,-44*,20
CC(C)c1c(CN(C)C(C)Cc2ccccc2)n(C)n(-c2ccccc2)c1=O (stereo unspecified),-0.9,-4,7,10,2.5,1,-11,-3,-4
CC(C)NC(C)C(=O)c1ccc2ccccc2c1 (stereo unspecified),0.7,-4,19,46*,-0.9,1,-4,-34*,37*
C[C@H]1CCCC(=O)CCC/C=C/c2cc(O)cc(O)c2C(=O)O1,0.6,-3,-6,x,x,1,x,6,6
COC(=O)C1=Nc2ccccc2/C1=C\c1c(O)n(-c2ccc(OC)cc2)c(=O)[nH]c1=O,1.5,-2,-8,4,0.4,6,-2,-29,2
O=C1NC(=O)C(=Cc2coc3ccccc3c2=O)C(=O)N1,-0.2,-2,3,-15,0.1,2,-2,-4,3
O=c1[nH]c(=O)n(Cc2ccc(F)cc2)c(O)c1C=NCCCn1ccnc1,0.2,-6,-15,-7,0.2,2,5,3,0
COC(=O)C1=C(c2cccc(C#N)c2)C[C@@H]2CC[C@H]1N2C(=O)NCCc1ccccc1,-0.8,9,5,-2,-1.0,-4,x,x,0
CCOC(=O)c1c(C)n(Cc2ccccc2)c2ccc(OCC(O)Cn3nc(C)nc3C)cc12 (stereo unspecified),-0.1,-9,-20,8,-1.1,0,x,4,17
CCOc1ccccc1NC(=O)N1CCC2(CC1)OCCO2,-0.6,2,2,-7,0.5,2,x,17,0
CCOC(=O)C1=C(N)Oc2ccccc2C12C(=O)N(CC(=O)OC)C(CC(=O)OC)=C2C(=O)OC (stereo unspecified),-0.2,-4,17,11,0.6,4,21,16,-6
COC(=O)C1=C(c2ccc3ccccc3c2)C[C@@H]2CC[C@H]1N2C(=O)NCCNC(C)=O,-0.4,0,3,-5,0.2,-2,x,-13,1
CCOC(=O)C1SC2(C(F)(F)F)CC1(O)c1c(C)cc(C)nc1O2 (stereo unspecified),0.0,1,-9,-4,-2.1,-1,-7,-10,-1
CC(=O)C1(c2ccccc2)CCNCC1,-4.3,-5,x,0,-4.1,2,8,-9,8
C=CCN1C(=O)C2(C(C(=O)OCC)=C(N)Oc3ccccc32)c2c1c1ccccc1oc2=O (stereo unspecified),1.6,-9,1,-16,-0.1,2,-1,-10,0
O=C(Nc1ccc(F)cc1F)c1cccn(Cc2ccccc2)c1=O,1.0,-7,-8,18,11,5,-9,-18,-3
CCCCn1c(O)c(C(C)=NCCCn2ccnc2)c(=O)[nH]c1=O,1.3,1,x,x,x,1,6,x,3
c1ccc2oc(N3CCNCC3)nc2c1,0.9,-5,-4,-17,0.7,1,-5,-1,4
O=C(NC1CC1)C1CSC(c2cccnc2)=N1 (stereo unspecified),0.1,3,4,4,2.2,2,14,-1,-1
CCOc1cccc(C2NCc3ccccc3-n3cccc32)c1O (stereo unspecified),0.0,-6,-16,-8,0.8,6,-4,-5,-6
CN1CCN(/N=C/c2c(O)n(Cc3ccc(F)cc3)c(=O)[nH]c2=O)CC1,-0.2,-1,9,16,0.7,1,-5,1,1
CN(C)C1(c2nnnn2CCOC(=O)Nc2ccc(Cl)cc2)CCCCC1,1.1,-4,-4,-13,-0.4,8,-11,-10,-6
CCCc1nnc(NC(=O)CCC(=O)N2CCN(CCOC(c3ccccc3)c3ccccc3)CC2)s1,-0.2,-3,-22,29,-1.3,2,3,-21,1
Cc1cc(C(=O)C[N+]23CCN(CC2)CC3)c(C)n1-c1ccc(Br)cc1,0.3,-4,-8,7,-0.2,2,-32,0,-5
CC(=O)N1CCN(CCN=Cc2c(O)n(-c3ccc(C)cc3)c(=S)[nH]c2=O)CC1,0.4,4,11,-6,-0.2,2,-7,-6,3
CC(=O)c1cc(C(C)=O)c(C)[n+](C)c1C,2.2,1,0,11,-0.9,3,-18,10,3
O=C(c1ccccc1F)c1cn(CC(=O)N2CCCCC2)c2ccccc12,-0.2,-9,-18,-5,-0.2,0,-6,13,-8
C=CC[N+]1(C)CC[C@]23c4c5ccc(O)c4O[C@H]2C(=O)CC[C@@]3(O)[C@H]1C5 (stereo partly specified),0.5,4,-7,-10,-1.0,-2,x,0,1
CC1N(O)C2CCCCCC2N1O (stereo unspecified),0.5,1,0,5,0.3,0,-9,19,2
COc1ccc(-n2c(O)c(/C(C)=N/Nc3ccccc3)c(=O)[nH]c2=O)cc1,-0.4,1,4,-12,-0.4,1,-9,-1,-20
CN1CCC(OC(=O)Cc2ccccc2)CC1,1.1,-5,12,-5,0.5,4,2,1,-3
COc1ccc(CCNCc2ccc(Br)cc2)cc1OC,-0.4,-9,3,-31,-1.6,43*,4,-11,14
CC12CN3CN(C1)CC(c1ccccc1)(C3)C2=O,0.2,-4,-7,8,-0.3,1,-3,0,-3
CCOCCCN=Cc1c(O)n(Cc2ccccc2)c(=O)[nH]c1=O,0.4,-1,15,-9,0.7,2,-12,-6,6
Brc1cccc(CNCCc2ccc3c(c2)OCO3)c1,0.1,-11,x,x,x,20,-4,6,-18
COc1ccc(OCC(=O)N2CCN(Cc3cccc(OC)c3OC)CC2)cc1,-0.3,-1,-3,x,x,1,0,-14,2
COC(=O)C1=C(c2ccc(F)cc2OCc2ccccc2)C[C@@H]2CC[C@H]1N2C(=O)NCc1ccc(C)cc1,1.2,1,x,x,x,10,x,-29,-2
CC(C)(C)c1cc([N+](=O)[O-])cc(C(C)(C)C)c1O,4.0,-8,4,6,8.3,34*,-17,-36*,-13
OCCN1C2CCC1CC(O)(c1ccc(F)cc1)C2 (stereo unspecified),1.4,-11,-19,48*,1.1,6,11,4,-2
Clc1cc(Cl)c(-c2cc(Cl)c(Cl)cc2Cl)cc1Cl,0.0,2,3,-20,0.0,-1,x,x,-3
O=c1[nH]c(=S)[nH]c(O)c1N=Nc1cc(S(=O)(=O)Nc2ccc(Cl)cc2)ccc1Cl,-0.7,6,5,-18,-1.0,0,-26,19,5

# (further entries)
SMILES,TRHR agonist,D1 PAM,D2 PAM,D2 antag,D2 agonist,D1 ag,RXFP1 antag,D1 antagonist,TRHR PAM
Cn1c(O)c(/C=N/NC(=O)c2ccncc2)c(=O)n(C)c1=S,0.1,-7,-11,x,x,2,10,8,1
CCOC(=O)C1(CCc2ccccc2)CCN(C2CCSCC2)CC1,0.2,-5,-8,3,-0.3,0,1,15,0
CCCCn1c(O)c(C(CC)=NCc2ccco2)c(=O)[nH]c1=O,-0.2,0,-4,-14,-0.3,1,-20,8,7
O=P1(N(CCCl)CCCl)NCCCO1 (stereo unspecified),0.1,-2,-8,-19,1.5,1,26,-2,0
Cc1ccc2nc(-c3ccncc3)cc(C(=O)N3CCC4(CC3)OCCO4)c2c1,0.2,4,6,-3,2.6,5,3,-9,-2
O=C(COC(=O)Cc1ccccc1)NCCNC(=O)COC(=O)Cc1ccccc1,-0.4,-1,6,-9,0.1,2,-25,10,5
C[n+]1c2ccccc2nc2ccc(NCCO)cc21,-0.3,2,6,14,0.6,2,-39,15,-16
CN(C)C(=O)Oc1ccc(OCc2n(C)c3ccccc3[n+]2C)cc1,0.2,-3,-1,-1,2.3,2,4,-6,-6

# 6 entries drawn at random from those above, as already listed:
SMILES,TRHR agonist,D1 PAM,D2 PAM,D2 antag,D2 agonist,D1 ag,RXFP1 antag,D1 antagonist,TRHR PAM
O=P1(N(CCCl)CCCl)NCCCO1 (stereo unspecified),0.1,-2,-8,-19,1.5,1,26,-2,0
C[n+]1c2ccccc2nc2ccc(NCCO)cc21,-0.3,2,6,14,0.6,2,-39,15,-16
CCOC(=O)C1(CCc2ccccc2)CCN(C2CCSCC2)CC1,0.2,-5,-8,3,-0.3,0,1,15,0
Cc1ccc2nc(-c3ccncc3)cc(C(=O)N3CCC4(CC3)OCCO4)c2c1,0.2,4,6,-3,2.6,5,3,-9,-2
Cn1c(O)c(/C=N/NC(=O)c2ccncc2)c(=O)n(C)c1=S,0.1,-7,-11,x,x,2,10,8,1
CN(C)C(=O)Oc1ccc(OCc2n(C)c3ccccc3[n+]2C)cc1,0.2,-3,-1,-1,2.3,2,4,-6,-6

# An excerpt, so the mix of outcomes need not match the whole.
